PV pol inh: poliovirus RNA polymerase inhibition; % elongation, % (compound at 16.7 µg/mL); AID 588519; 150,000 compounds, 0.66% hits; poliovirus polymerase elongation, fluorescence polarization; stronger effect = lower value; P03300; in the data active means % elongation below about 90%; further: some results filed as inactive read as strong as hits
Target sequence (P03300 1749-2209 limits assumed): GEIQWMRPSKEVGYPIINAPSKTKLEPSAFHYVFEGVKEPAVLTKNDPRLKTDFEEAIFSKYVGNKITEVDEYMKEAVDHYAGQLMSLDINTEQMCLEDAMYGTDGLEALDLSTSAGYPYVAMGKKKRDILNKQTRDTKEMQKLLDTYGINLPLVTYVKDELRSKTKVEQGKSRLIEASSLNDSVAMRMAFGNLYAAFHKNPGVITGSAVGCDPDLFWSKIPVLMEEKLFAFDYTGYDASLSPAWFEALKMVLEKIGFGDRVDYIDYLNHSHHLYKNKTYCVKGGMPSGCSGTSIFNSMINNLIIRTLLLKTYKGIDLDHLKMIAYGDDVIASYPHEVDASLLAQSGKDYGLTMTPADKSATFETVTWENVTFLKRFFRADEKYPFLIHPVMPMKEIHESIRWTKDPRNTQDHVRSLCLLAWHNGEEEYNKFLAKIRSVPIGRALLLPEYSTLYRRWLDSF
PV pol inh FP z-score: recorded beside PV pol inh, whose call it bears; z-score; measured here: FP z-score; hits read low
Starred values were filed as active, the others as inactive; & = joins results of further samples.

SMILES	PV pol inh	PV pol inh FP z-score
CN(c1ccc(C(=O)N2CCc3ccccc3C2)cc1)S(C)(=O)=O	104	0.5
CCCN(CCC)C(=O)Cn1c(=O)n(-c2ccccc2)c(=O)c2c3c(sc21)CCCC3	107	0.3
COC(=O)c1ccsc1NC(=O)c1cccc(C)c1	102	-0.2
CCOC(=O)NCc1n[nH]c(=O)c2ccccc12	105	0.2
COc1cccc(-c2ocnc2C(=O)NC2CCc3ccccc32)c1 (stereo unspecified)	101	-0.2
COc1ccc(-c2nc3sc(CCNC(=O)C(=O)Nc4ccc(C)c(F)c4)c(C)n3n2)cc1	109	0.7
CCCN1CCN(CCCNC(=O)c2ccc3c(c2)sc2nc(-c4ccc(OC)cc4)cn23)CC1	102	-0.8
O=C(COC(=O)CCc1c[nH]c(=O)[nH]1)Nc1cccc(Cl)c1	101	-0.3
CCN(CC)c1ccc2nnc(CCC(=O)NCC3CCN(Cc4ccc(C)cc4)C3)n2n1 (stereo unspecified)	103	1.1
O=C(/N=C1\N=C2N=CC=CN2Cc2ccccc21)Nc1ccc(Cl)cc1	103	0.3
S=C(SCc1nnc(-c2ccc(Cl)cc2)o1)N1CCCC1	105	0
O=C(O)c1ccc(N2CCCC2=O)cc1O	99	-0.7
CC(C)COc1ccc(C(=O)NN)cc1	106	0.5
O=C(COC(=O)C1CCN(S(=O)(=O)c2cccs2)CC1)c1cc2ccccc2o1	138	4.8
CCc1ccccc1N1C(=O)N(Cc2cccc(Cl)c2)c2ccccc2S1(=O)=O	110	0.7
Cc1ccc(N2CCN(C(=O)Cn3nc(Cc4cccnc4)c4ccccc4c3=O)CC2C)cc1 (stereo unspecified)	103	0.4
Cc1cc(C)cc(NC(=O)NC(C)(C)C)c1	103	0.5
CCc1nn(CC(=O)NCc2ccccc2Cl)c(=O)c2cc3ccccc3n12	115	1.2
CCNC(=O)C1CCN(c2ncnc3c2nc2n3CCCCC2)CC1	103	0.5
COc1ccc(CCN2C(=O)c3oc4cc(C)cc(C)c4c(=O)c3C2c2ccc(F)cc2)cc1OC (stereo unspecified)	109	0.1
CC(OC(=O)C1CC1)C(=O)Nc1ccnn1C(C)C (stereo unspecified)	97	-0.8
COc1ccc(NC(=O)[C@@H]2CCCN2S(=O)(=O)c2ccc(C)cc2)cc1	113	1.4
CN(/N=C\C=C\c1ccccc1)c1ccccn1	99	0
CCOC(=O)COc1ccc(C2C(C(=O)OC)=C(C)NC3=C2C(=O)c2ccccc23)cc1Cl (stereo unspecified)	114	0.5
CCn1c(=NC(=O)c2ccc(S(=O)(=O)N3CCOCC3)cc2)sc2ccccc21	104	2
Cc1cccc(NC(=O)c2ccc(N(Cc3ccccc3)S(C)(=O)=O)cc2)c1	105	0.4
CN(C(=O)NC(=O)C1=C(N2CCOCC2)/C(=C\c2ccccc2)CC1)S(C)(=O)=O	103	0.1
Cc1nccn1CCC1CCNCC1	101	-0.4
O=C1NC(=O)C(c2ccccc2)(c2ccccc2)N1	100&103&100	0&0.5&-0.1
COc1ccccc1CNS(=O)(=O)c1cc2c3c(c1)CCN3C(=O)CC2	96	-2.3
CC(C)C(c1nnnn1Cc1ccccc1)N1CCCc2ccccc21 (stereo unspecified)	100	-1.1
CCCOC(=O)c1ccc(N=Cc2ccc(C)s2)cc1	130	2.8
O=c1c2cccnc2nc(SCc2ccc(Cl)cc2)n1Cc1ccccc1	102	-0.2
O=C(O)C1CCCCC1c1nc2ccccc2s1 (stereo unspecified)	104	0.2
O=C(CN1CCN(CC(=O)Nc2ccccc2F)CC1)Nc1ccc(F)cc1	100	0
CC(Oc1ccccc1)c1nc(-c2cccnc2)no1 (stereo unspecified)	103	0.7
C=CCn1c(SC(C)C#N)nnc1-c1ccc(Br)cc1 (stereo unspecified)	98	-0.4
Cc1ccc(NC(=O)CSc2nc(C)cc(C)c2C#N)cc1	98	-1.3
Brc1ccc(-c2noc(-c3ccccc3)n2)o1	104&103	0&0.5
CCNc1ccc(-c2nc(-c3ccco3)no2)cc1[N+](=O)[O-]	105	-0.7
COc1ccc(C(CC(=O)c2cccs2)SCc2ccco2)cc1OC (stereo unspecified)	107	0.5
Cc1ccc2oc(C(=O)Nc3c(C(=O)Nc4cccc(Cl)c4)oc4ccccc34)cc(=O)c2c1	105	-0.5
O=S(=O)(Nc1ccncc1)c1ccc2ccccc2c1	103	0.1
N#CCCn1c(SCC(=O)Nc2cccc3ccccc23)nc2ccccc21	100	-0.4
CC(C)Oc1cccc(C2CC(=O)Nc3cc4c(cc32)OCO4)c1 (stereo unspecified)	111	1.4
N#CCCN(Cc1ccccc1)C(=O)c1nccnc1C(=O)O	102	0.1
CCOc1ccc(OCCCCn2ccnc2)cc1	98	-0.6
C(=C\c1ccccc1)/CNCCCN1CCOCC1	103	0.5
CC(NC(=O)c1ccc(C(C)(C)C)cc1)C(N)=O (stereo unspecified)	98	-0.5
O=C(NC1CCCC1)c1ccc2c(=O)n(Cc3ccccc3)c(SCc3ccccc3)nc2c1	110	0.6

Next entries
SMILES	PV pol inh	PV pol inh FP z-score
COc1ccc(Br)cc1CNc1ccccc1	99	-0.5
COc1ccc(S(=O)(=O)NCC(c2ccc(N(C)C)cc2)N2CCOCC2)cc1 (stereo unspecified)	103	-0.3
CN(CC(=O)Nc1ccc2c(c1)OCCCO2)Cc1ccc2c(c1)OCCO2	106	0.5
O=C(Cn1nc(Cc2cccnc2)c2ccccc2c1=O)Nc1ccc(F)c(Cl)c1	109	1.4
Cc1cc(NC(=O)CSc2nc(C3CCCCC3)nc3sc(C)c(C)c23)no1	102	0.1
C=Cc1ccc(Cn2c(=O)n(-c3ccc(C)cc3)c(=O)c3c2c2cc(OC)ccc2n3C)cc1	112	1
CCOC(=O)c1cc(C(=O)NN)c(=O)[nH]c1C	106	1.1
C[C@H]1O[C@@H](O[C@H]2[C@@H](O)C[C@H](O[C@H]3[C@@H](O)C[C@H](O[C@H]4CC[C@]5(C)C6CC[C@]7(C)[C@@H](C8=CC(=O)OC8)CC[C@]7(O)C6CC[C@@H]5C4)O[C@@H]3C)O[C@@H]2C)C[C@H](O)[C@@H]1O (stereo partly specified)	99	-0.3
CCN(CC)CCc1nnc(NC(=O)c2ccccc2)s1	104	0.9
O=C(O)CCC(=O)Nc1ccccc1Cl	102	0.4
CSc1ccccc1NC(=O)C1=CC(c2ccc3c(c2)OCO3)=NS(=O)(=O)N1C	105	-0.3
COCCNC(=O)Nc1cc(C(=O)NCc2ccc(C(C)C)cc2)ccc1N1CCCC1	112	1.1
COc1ccc(-c2cc3nccc(-c4cc(Cl)c(C)cc4O)n3n2)cc1	86*	-5.5*
O=C(NCCc1c[nH]c2ccccc12)c1ccc2nc[nH]c2c1	110	1
CCCCCOc1ccc(C(CC(N)=O)CC(=O)O)cc1 (stereo unspecified)	101	0.1
CCN(Cc1nc(-c2ccc(OC)c(OC)c2)no1)C(=O)CCC1CCCCC1	102	0.1
CCOCCCN=C1NC(CC)CS1 (stereo unspecified)	102	0.2
CS(=O)(=O)N1CCN(C(=O)c2ccccc2)CC1	104	0.5
Cc1nn(-c2ccccc2)c2nc(N)c(C#N)c(-c3ccco3)c12	90	-1.4
Cc1ccc(NC(=O)COC(=O)CC2Oc3ccccc3NC2=O)cc1 (stereo unspecified)	99	-0.3

A run of entries from further up:
SMILES	PV pol inh	PV pol inh FP z-score
CN(CC(=O)Nc1ccc2c(c1)OCCCO2)Cc1ccc2c(c1)OCCO2	106	0.5
O=C(Cn1nc(Cc2cccnc2)c2ccccc2c1=O)Nc1ccc(F)c(Cl)c1	109	1.4
Cc1cc(NC(=O)CSc2nc(C3CCCCC3)nc3sc(C)c(C)c23)no1	102	0.1
C=Cc1ccc(Cn2c(=O)n(-c3ccc(C)cc3)c(=O)c3c2c2cc(OC)ccc2n3C)cc1	112	1
CCOC(=O)c1cc(C(=O)NN)c(=O)[nH]c1C	106	1.1
C[C@H]1O[C@@H](O[C@H]2[C@@H](O)C[C@H](O[C@H]3[C@@H](O)C[C@H](O[C@H]4CC[C@]5(C)C6CC[C@]7(C)[C@@H](C8=CC(=O)OC8)CC[C@]7(O)C6CC[C@@H]5C4)O[C@@H]3C)O[C@@H]2C)C[C@H](O)[C@@H]1O (stereo partly specified)	99	-0.3
CCN(CC)CCc1nnc(NC(=O)c2ccccc2)s1	104	0.9
O=C(O)CCC(=O)Nc1ccccc1Cl	102	0.4
CSc1ccccc1NC(=O)C1=CC(c2ccc3c(c2)OCO3)=NS(=O)(=O)N1C	105	-0.3
COCCNC(=O)Nc1cc(C(=O)NCc2ccc(C(C)C)cc2)ccc1N1CCCC1	112	1.1
COc1ccc(-c2cc3nccc(-c4cc(Cl)c(C)cc4O)n3n2)cc1	86*	-5.5*
O=C(NCCc1c[nH]c2ccccc12)c1ccc2nc[nH]c2c1	110	1
CCCCCOc1ccc(C(CC(N)=O)CC(=O)O)cc1 (stereo unspecified)	101	0.1
CCN(Cc1nc(-c2ccc(OC)c(OC)c2)no1)C(=O)CCC1CCCCC1	102	0.1
CCOCCCN=C1NC(CC)CS1 (stereo unspecified)	102	0.2
CS(=O)(=O)N1CCN(C(=O)c2ccccc2)CC1	104	0.5
Cc1nn(-c2ccccc2)c2nc(N)c(C#N)c(-c3ccco3)c12	90	-1.4
Cc1ccc(NC(=O)COC(=O)CC2Oc3ccccc3NC2=O)cc1 (stereo unspecified)	99	-0.3

More structures follow.
SMILES	PV pol inh	PV pol inh FP z-score
N=C1C(c2nc3ccccc3s2)=C(O)CN1C1CCCC1	100	-0.2
COc1ccc(N2CCN(C(=O)CCn3cnc4onc(-c5ccc(F)cc5)c4c3=O)CC2)cc1	99	-0.4
COC(=O)C(CC(C)C)NS(=O)(=O)c1ccc(-c2nnc(SC)n2C)s1 (stereo unspecified)	107	0.5
Cc1cc(/C(N)=N/OC(=O)Nc2ccccc2)no1	101	0
O=S1(=O)CCC(N=Cc2ccccc2Cl)C1 (stereo unspecified)	104	0.1
COc1ccc(NC(=O)Nc2c(SC)nsc2SC)cc1	104	0.8
CCn1c(=O)cc(SCC(=O)NCc2cccs2)c2ccccc21	102	-0.3
COC(=O)c1cc(S(=O)(=O)N2CCC(c3ccccc3)C2)c[nH]1 (stereo unspecified)	102	0.6
O=C(CN1CCOCC1)N1CCN(c2ccccc2)CC1	102	0.1
O=C(c1ccccc1)c1cccn1CC(=O)N1CCN(c2ccc(F)cc2)CC1	106	1.4
COC1OC(COC(C)=O)C(OC(C)=O)C(C#N)(C#N)C1OC(C)=O (stereo unspecified)	100	-0.4
CCCCc1ccc(NC(=O)N2CCN(c3cc(C)nc4ccccc34)CC2)c(C)c1	96	-1.6
O=C(CCCn1c(=O)c2cccn2c2ccccc21)NC1CCCC1	101	-0.3
O=C(CN1CCCCC1)Nc1cccc2nsnc12	104	0.2
O=C(CN1CCN(S(=O)(=O)c2ccc(Br)s2)CC1)N1CCCc2ccccc21	105	0.3
Cc1ccccc1CN1C(=O)c2ccccc2S(=O)c2ccc(C(=O)NC3CCC(C)CC3)cc21 (stereo unspecified)	107	0.3
CC(C)(C)c1nc(N=C(N)N)sc1Br	100	-0.6
COc1ccc(NC(=O)NNc2cc(N3CCOCC3)nc(N3CCOCC3)n2)cc1	101	0
Cc1cc(C)c(NC(=O)Cn2c(=O)oc3cc(S(=O)(=O)N4CCCCCC4)ccc32)c(C)c1	107	0.2
Cc1ccc(C(=O)c2cn(CC(=O)NCc3ccccc3)c3nc(C)ccc3c2=O)cc1	109	0.2
COc1ccc(N2CCN(C(=O)CCn3nc(C)c(S(=O)(=O)N4CCCC4)c3C)CC2)cc1	110	0.8
COc1ccc(CCNC(=O)c2cc3c(=O)n4cccc(C)c4nc3n2C)cc1	109	0.5
CC(C)CC(NC(=O)C1CCC(C)CC1)C(=O)NCc1ccccn1 (stereo unspecified)	102	0.4
CC1CCC(C(C)C)C(OC(=O)C[n+]2ccsc2N)C1 (stereo unspecified)	102	-0.1
Cc1cccc(N2CCN(C(=O)C3CCN(C(=O)c4cc5sccc5n4C)CC3)CC2)c1C	106	0.1
CCN(C(=O)CN1C(=O)c2ccccc2Sc2ccc(C(=O)OC)cc21)c1cccc(C)c1	110	0.9
O=C(c1ccc2ccccc2n1)N1CCCCC1	105	0.5
CCCSc1oc(-c2ccco2)nc1S(=O)(=O)c1ccc(Cl)cc1	105	-0.1
COc1cc(NC(=O)COc2cc(C)ccc2C)c(C(=O)O)cc1OC	102	0.5
Cc1cccc(-n2c(SCc3c(C)noc3C)nc3ccccc3c2=O)c1	108	0.8
CCN(CC)S(=O)(=O)c1cccc(C(=O)N(Cc2cccs2)CC2CCCO2)c1 (stereo unspecified)	108	0.6
CCc1ccc(Nc2nc3ccccc3c3nnc(C)n23)cc1	110	0.7
CC1(C)SC(c2ccc(C3NC(C(=O)O)C(C)(C)S3)cc2)NC1C(=O)O (stereo unspecified)	99	-0.5
O=S(=O)(Nc1ccc(O)cc1)c1cccs1	102	0.2
CSc1ccccc1Sc1cc(C(=O)NCc2ccco2)c2ccccc2n1	102	0.2
CCOc1cccc(S(=O)(=O)N=C2C=C(C(C)(C)C)C(=O)C(C(C)(C)C)=C2)c1	104	0.9
O=C(NC(=S)N1CCOCC1)c1cn(-c2ccccc2)nc1-c1cccnc1	103	-0.5
CCc1ccc(-c2nc(CN3CCCC(C(=O)NCc4ccc(Cl)cc4)C3)c(C)o2)cc1 (stereo unspecified)	100	-0.3
CC(C)CCn1nc(C(=O)OCC#N)c2ccccc2c1=O	95	-1.4
O=C(OCc1ncc(-c2ccccc2)o1)c1nc(-c2ccccc2)n(-c2ccccc2)n1	103	0.2
O=P(CCCO)(Cc1ccccc1)Cc1ccccc1	104	0.4
O=C(Cc1ccccc1)c1cccs1	119	1.9
Cc1ccc(-c2nc(N3CCN(c4ccccc4Cl)CC3)c3ccccc3n2)cc1	109	0.5
C=CCNC(=O)Cc1c(O)c2ccccc2[nH]c1=O	101	0
CCN1CCN(c2ccc(N=Cc3cc(I)ccc3O)cc2)CC1	102	0.1
NC(=O)c1ccc(-n2nnnc2-n2ccnc2)cc1	99	-1.2
Nc1nc(-c2ccccc2)c(-c2nc3ccccc3[nH]2)s1	104	0.5
CCOC(=O)CC(NC(=O)CCc1c(C)nc2cc(-c3ccccc3)nn2c1C)c1ccc(C)cc1 (stereo unspecified)	107	0.7
CN(C)c1ccc(C(=O)N2CCCC2c2nnc(SCc3ccccc3)n2C)cc1 (stereo unspecified)	102	0.1
CCOc1ccccc1NC(=O)COC(=O)C1CC1C (stereo unspecified)	101	0
CC(NCC(=O)NN)c1ccccc1 (stereo unspecified)	99	-0.2

The list is partial; the hit share may differ from the screen's.
